Tau fluor counter – counter-screen for tau fibril formation inhibitors; tau K18 P301L Alexa594 fluorescence, heparin fibrillization; Potency, µM (top dose mostly 57.7 µM), for the others: at the top dose activity change, negative = decrease; 0.93% of 280,000 active; AID 1463; note: nearly all actives have a fitted effect of over 55% in size
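Human K18 P301L tau (15 uM unlabeled plus 0.24 uM Alexa 594-labeled, final) in 100 mM sodium acetate pH 7 was mixed with compound and 20 uM heparin and incubated 6 hr at 37 C.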
Tau fibril ThT – blocks human tau fibril formation measured by thioflavin T; recombinant tau K18 P301L (four-repeat tau fragment), heparin-induced fibrillization, ThT fluorescence; Potency, µM (doses to about 57.4 µM), for inactives: at the highest dose activity, negative = inhibition, actives largely listed as inhibitors; 2.1% of 270,000 active; note: nearly all actives have a fitted effect of over 55% in size
Target sequence (P10636 561-689 P618L limits assumed): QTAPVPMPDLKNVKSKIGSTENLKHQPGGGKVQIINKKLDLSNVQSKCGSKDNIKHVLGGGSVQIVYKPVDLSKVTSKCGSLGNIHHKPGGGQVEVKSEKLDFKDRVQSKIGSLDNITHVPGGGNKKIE
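Recombinant human tau K18 fragment […] carrying P301L, 15 uM unlabeled plus 0.24 uM Alexa 594-labeled, was fibrillized with 20 uM heparin in 100 mM sodium acetate pH 7 for 6 hr at 37 C; 30 uM ThT fluorescence read after 1 hr.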
TRb SRC2 PPI – disrupts binding of human TR beta to SRC2; Potency, µM (highest dose often 106 µM), for inactives: at the top dose activity change, negative = inhibition, most hits filed as inhibitors; TRbeta-SRC2 peptide binding, fluorescence polarization; receptor liganded with 1 µM T3; AID 1469; P10828; 0.065% of 280,000 active;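 note: plate controls were bound peptide for no effect and peptide without receptor for full effect; nearly all actives have a fitted effect of over 50% in size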
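Polarization signal, normalized between peptide-alone and full complex controls, measured compound effects on T3-liganded human TRb LBD (0.6 uM) binding 20 nM Texas Red SRC2 peptide after 5 hr.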
TR SRC2 fluor cs – alters Texas Red total fluorescence, flagging assay interference; TRb/SRC2 Texas Red total fluorescence interference; Potency, µM (doses to about 106 µM), for the others: at the top dose fluorescence change, negative = quenching; 0.29% of 280,000 active; AID 1479; active = well fitted curve in either direction with a large enough effect; inconclusive = small, poorly fitted or top-dose-only effect
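Human TRβ ligand-binding domain (0.6 uM) and Texas Red SRC2 peptide (20 nM) in Tris buffer with 1 uM T3 and 5% DMSO were incubated with pinned compound for 5 hr at ambient temperature. Total fluorescence was computed as S + 2P (555/632 nm).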
ALDH1A1 inh – ALDH1A1 (human) enzyme inhibition. P00352. Purified ALDH1A1, NADH fluorescence, propionaldehyde substrate. Potency, µM (doses to about 75.3 µM), without a hit: top-dose activity, negative = inhibition, usual class: inhibitors. 7.3% of 220,000 active; active = well fitted inhibition curve with a large enough effect, not every such curve was filed as active; inconclusive = small, poorly fitted or top-dose-only effect, or another doubt; inactive = no such curve, though single readings can be large or run the other way;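 note: plate controls were no enzyme wells and a reference inhibitor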
L3MBTL1 block – inhibitors of human L3MBTL1; Q9Y468; AlphaScreen L3MBTL1–H3K9me1 peptide binding; Potency, µM (titrated, usually from 57.1 µM), for inactives: at the highest dose activity, negative = inhibition, usual class: inhibitors; 0.66% of 230,000 active; AID 485360; note: nearly all actives have a fitted effect of over 60% in size
Target sequence (Q9Y468 whole entry, looked up): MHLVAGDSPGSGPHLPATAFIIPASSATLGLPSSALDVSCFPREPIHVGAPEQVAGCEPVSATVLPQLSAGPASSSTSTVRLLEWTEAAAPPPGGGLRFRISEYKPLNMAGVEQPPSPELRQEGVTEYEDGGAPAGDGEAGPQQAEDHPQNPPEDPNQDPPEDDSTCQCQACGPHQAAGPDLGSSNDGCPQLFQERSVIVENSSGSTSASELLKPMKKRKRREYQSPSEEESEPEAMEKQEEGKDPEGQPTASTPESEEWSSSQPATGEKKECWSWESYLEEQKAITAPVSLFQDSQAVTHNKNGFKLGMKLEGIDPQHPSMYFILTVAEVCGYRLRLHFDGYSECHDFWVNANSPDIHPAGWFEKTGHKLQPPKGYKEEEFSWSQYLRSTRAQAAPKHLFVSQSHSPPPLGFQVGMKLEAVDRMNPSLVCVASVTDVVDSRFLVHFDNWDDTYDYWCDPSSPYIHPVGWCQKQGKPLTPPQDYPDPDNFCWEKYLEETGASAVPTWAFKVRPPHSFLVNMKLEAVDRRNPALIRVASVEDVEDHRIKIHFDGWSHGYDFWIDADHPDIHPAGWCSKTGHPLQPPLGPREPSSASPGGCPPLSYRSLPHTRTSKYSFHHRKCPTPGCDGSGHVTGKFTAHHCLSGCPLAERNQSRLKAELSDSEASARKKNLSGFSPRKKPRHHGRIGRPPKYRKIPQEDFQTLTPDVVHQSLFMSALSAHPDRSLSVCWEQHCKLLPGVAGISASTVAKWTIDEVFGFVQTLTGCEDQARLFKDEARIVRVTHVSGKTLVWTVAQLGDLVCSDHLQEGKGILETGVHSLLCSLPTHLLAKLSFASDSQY
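L3MBTL1 (50 nM) pre-complexed 30 min with biotinylated H3(1-15)K9me1 peptide (75 nM), then compounds added for 30 min at room temperature; AlphaScreen streptavidin donor/nickel chelate acceptor beads (10 ug/mL final) read after 30 min dark incubation.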
GLA spleen mod – alpha-galactosidase A (human) modulation. P06280. human spleen homogenate, 4MU-alpha-Gal fluorescence, 40 min. Potency, µM (top dose mostly 80 µM), for the others: at the highest dose activity change, negative = inhibition, usual class: inhibitors. 0.008% of 240,000 active. AID 2107;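 note: 0% = enzyme with vehicle and -100% = no enzyme basal signal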
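Fluorogenic readout (Ex 365/Em 440 nm) of 4-methylumbelliferone released from 1 mM 4-MU-alpha-galactoside by spleen homogenate, 40 min at 37C, pH 5.0. Data normalized to no-enzyme and enzyme controls; Hill-equation AC50 from compound titrations.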
Tau fibril FP – blocks human tau fibril formation measured by polarization | P10636 | K18 P301L tau heparin fibrillization, Alexa594 FP, 6 h | Potency, µM (top dose mostly 57.7 µM), without a hit: top-dose activity, negative = inhibition, actives largely listed as inhibitors | 0.39% of 280,000 active; note: nearly all actives have a fitted effect of over 55% in size
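FP of Alexa 594-tau after heparin (20 uM) induction. Substrate: human K18 P301L, 15 uM unlabeled, 0.24 uM labeled. Buffer 100 mM sodium acetate pH 7. 6 hr, 37 C.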
Active calls of the source: *; ? = inconclusive; nt = no result given; [ ] = dose if it differs, or a comment. Unless noted, calls come from the whole dose curve; as a rule, active = well fitted curve in the direction sought with a large enough effect; inconclusive = small, poorly fitted or top-dose-only effect, or another doubt; inactive = no such curve, though single readings can be large; an effect the other way counts as inactive or inconclusive. Unless noted, % is set by controls: 0 for no effect and ±100 for the full control effect; potency is the fitted concentration of half-maximal effect.

cpd	Molecule	GLA spleen mod	TRb SRC2 PPI	L3MBTL1 block	TR SRC2 fluor cs	Tau fibril ThT	ALDH1A1 inh	Tau fluor counter	Tau fibril FP
1	O=C(NCc1cccnc1)C(=O)NCC1OCCN1S(=O)(=O)c1cc(F)ccc1F (stereo not given)	0.0%	4.0%	nt	-1.2%	nt	nt	7.4%	-0.7%
2	CC(NC(=O)Nc1ccccc1)C(c1cccs1)N1CCN(C)CC1 (stereo not given)	-6.7%	-2.5%	-2.2%	-5.0%	1.2%	4.7%	6.3%	-2.0%
3	N#CCC(=O)Nc1ccccc1C(=O)O	-1.4%	0.9%	9.3%	0.5%	-8.0%	9.7%	0.0%	2.4%
4	CNC(=O)c1ccccc1NC(=O)c1ccco1	?	-2.4%	-3.1%	-1.8%	6.8%	?	-4.3%	-11.9%
5	Cc1ccc(NC2(C(F)(F)F)N=C(c3ccccc3)NC2=O)nc1 (stereo not given)	2.3%	11.5%	8.4%	-5.8%	0.4%	2.5%	1.9%	8.5%
6	Cc1ccc(CNC(=O)CSC2=Nc3ccccc3N=C(c3ccc(F)cc3)C2)cc1	nt	-4.8%	nt	-1.0%	3.0%	nt	-6.8%	-10.1%
7	Clc1ccc(Cn2ccc(-c3ccc4c(c3)OCO4)n2)cc1Cl	3.5%	1.5%	40.6%[activator]	-0.9%	-7.8%	-3.3%	-27.2%	-13.6%
8	CC(O)Cc1cn(CC(=O)N2CCN(C(=O)OC(C)(C)C)CC2)nn1 (stereo not given)	7.7%	-3.6%	12.3%	-0.8%	4.3%	1.0%	8.3%	8.7%
9	COc1ccc(-c2cc3ccc(O)c(CN4CCOCC4)c3oc2=O)cc1	nt	-2.7%	nt	-0.4%	1.6%	nt	-23.0%	1.2%
10	COc1cccc(OCC(O)CO)c1 (stereo not given)	-3.7%	-4.1%	nt	0.9%	-7.2%	4.5%	-3.6%	-1.5%
11	OCCNc1nc2ccccc2n1CC(O)c1ccccc1 (stereo not given)	-2.1%	-4.2%	8.8%	-0.9%	-1.4%	1.1%	-1.3%	1.6%
12	CN(Cc1ccccc1)S(=O)(=O)c1ccc(NC(=S)NC(=O)C(C)(C)C)cc1	-5.2%	-4.2%	-3.2%	-2.7%	-17.4%	12.6µM*	-18.4%	-11.6%
13	O=C(C1CCCN(S(=O)(=O)Cc2ccccc2)C1)N1CCCCC1 (stereo not given)	7.1%	-23.3%	-6.4%	-1.1%	-3.4%	?	-3.4%	3.3%
14	Cc1ccc(C(=O)Nc2oc(-c3ccccc3)cc2C#N)cc1	-2.6%	-6.3%	nt	2.3%	-0.1%	?	-8.1%	1.1%
15	CCCn1c(SCC(=O)O)nc2ccccc21	-12.9%	-1.1%	3.6%[11.4 µM]	-5.8%	-7.3%	?	0.8%	3.4%
16	CN1C(=O)C(CC(=O)Nc2ccccc2)S/C1=N/c1nccs1 (stereo not given)	0.0%	10.3%	-21.6%	-1.3%	0.7%	1.4%	-2.4%	0.2%
17	COc1ccc(C(=O)CN2C(=O)NC(C)(c3ccc(C)cc3)C2=O)cc1OC (stereo not given)	1.7%	2.5%	4.4%	0.4%	-8.3%	8.2%	-11.5%	5.7%
18	Cc1oc2c(cc(NS(=O)(=O)c3ccc(F)cc3)c3ccccc32)c1C(=O)OCc1ccccc1	nt	2.2%	nt	-2.5%	-0.7%	nt	?	-6.2%
19	CCC1C(C#N)=C(SCC(N)=O)NC2=C1C(=O)CC(C)(C)C2 (stereo not given)	3.7%	-5.6%	3.3%	0.2%	-3.7%	nt	-9.8%	-7.3%
20	O=C(Cn1cnc2ccccc2c1=O)Nc1nc2ccccc2s1	-7.5%	-4.1%	6.2%	-0.6%	-0.6%	-5.1%	-2.4%	-13.3%
21	CNC(=O)COC(=O)CNC(=O)c1cc(Cl)cc([N+](=O)[O-])c1	1.2%	-1.7%	13.9%	-1.9%	-4.2%	7.1%	-5.1%	-2.3%
22	Cc1cc([N+](=O)[O-])c(C(C)(C)C)cc1N	3.0%	4.2%	nt	-2.6%	-8.3%	-10.7%	-11.5%	4.4%
23	Cn1c(N)c(C(=O)COC(=O)c2cccs2)c(=O)n(C)c1=O	-22.2%	7.3%	-1.8%	-3.3%	6.6%	14.1µM*	11.9%	9.5%
24	Cc1cc(C(=O)CN2C(=O)c3ccccc3C2=O)c(C)n1Cc1cccs1	0.7%	-21.2%	-26.9%	1.0%	-0.3%	-13.5%	-19.4%	-10.6%
25	Nc1nc(NCc2ccccc2)nc(Nc2ccc(F)cc2)c1[N+](=O)[O-]	-17.9%	-9.7%	2.0%	1.1%	-7.2%	2.8%	-10.5%	-5.6%
26	CC1CCN(CC(O)COC2CCC(C(C)(C)C)CC2)CC1 (stereo not given)	1.3%	-16.7%	1.3%	-0.7%	0.7%	4.8%	-7.7%	0.3%
27	CCN(CC)S(=O)(=O)c1ccc(C(=O)NCc2cccs2)cc1	-3.4%	-11.1%	nt	-0.8%	-0.9%	-7.1%	-2.9%	0.1%
28	CCOc1ccccc1C1C(C(=O)Nc2ccc(OC)cc2)=C(C)Nc2nc(CCCO)nn21 (stereo not given)	-3.0%	4.4%	-9.2%	-5.9%	4.8%	5.0%	0.7%	0.7%
29	COc1ccc(Cl)cc1N(CC(=O)NCC(C)C)S(=O)(=O)c1ccc(C)c([N+](=O)[O-])c1	6.6%	0.5%	6.7%	-3.0%	-3.4%	14.3%	-2.5%	3.7%
30	N#CC1=C(N)C(C#N)(C#N)[C@H](c2cccnc2)[C@H]2CN(C(=O)OCc3ccccc3)CC=C12	26.1%	-2.8%	-14.1%	4.5%	15.8µM*	?	-16.0%	?

Look-ups from above:
In TRb SRC2 PPI, CN(Cc1ccccc1)S(=O)(=O)c1ccc(NC(=S)NC(=O)C(C)(C)C)cc1 shows -4.2%
In GLA spleen mod, N#CC1=C(N)C(C#N)(C#N)[C@H](c2cccnc2)[C@H]2CN(C(=O)OCc3ccccc3)CC=C12 shows 26.1%
In TRb SRC2 PPI, CCCn1c(SCC(=O)O)nc2ccccc21 shows -1.1%
In GLA spleen mod, Nc1nc(NCc2ccccc2)nc(Nc2ccc(F)cc2)c1[N+](=O)[O-] shows -17.9%

Remaining list, next part:
cpd	Molecule	GLA spleen mod	TRb SRC2 PPI	L3MBTL1 block	TR SRC2 fluor cs	Tau fibril ThT	ALDH1A1 inh	Tau fluor counter	Tau fibril FP
31	CC1Cc2cc(C(=O)O)ccc2O1 (stereo not given)	-5.7%	0.8%	1.1%	4.4%	2.2%	6.6%	-1.1%	-4.4%
32	Clc1ccccc1SCc1nc2ccccc2[nH]1	-4.4%	-0.3%	-1.5%	-2.4%	-19.6%	1.1%	-13.7%	1.5%
33	COC(=O)c1cc2c(ccn2-c2ccc(F)cc2)n1C(C)C	0.0%	0.4%	-23.0%	3.5%	-17.5%	?	-20.8%	-4.4%
34	Cc1[nH]c2ccccc2c1N=Nc1ccccc1C(=O)O	1.5%	-4.0%	?	0.9%	?	?	?	6.5%
35	CCCn1c(=O)c2sccc2n2c(CCCC(=O)N3CCN(c4cccc(Cl)c4)CC3)nnc12	nt	0.7%	nt	-2.0%	-7.9%	nt	-8.1%	-3.0%
36	O=C(COc1ccc([N+](=O)[O-])cc1)NNC(=S)NC(=O)c1ccc(Br)cc1	4.0%	-2.6%	43.8%[activator]	-3.0%	?	8.91µM*	-7.3%	-7.8%
37	O=C(O)c1ccccc1Cc1nc2cc(Cl)ccc2c(=O)[nH]1	6.9%	3.6%	2.6%	-2.5%	-0.8%	11.6%	-5.0%	2.0%
38	C/C(=N\Nc1cccc(C(=O)O)c1)c1ccc(Cl)s1	1.1%	-2.0%	nt	-11.4%	?	-4.6%	?	6.6%
39	O=C(/C=C/c1ccco1)Nc1ccc(Cl)c(-c2nc3cc(Cl)ccc3o2)c1	nt	2.3%	nt	-0.3%	-7.0%	nt	?	?
40	CCCCSCCCNC(=O)c1cn(C)c2ccc(S(=O)(=O)N3CCCCC3)cc2c1=O	nt	0.5%	nt	-0.5%	0.6%	nt	-7.8%	3.1%
41	CC(=O)NC(Nc1c(C)n(C)n(-c2ccccc2)c1=O)C(Cl)(Cl)Cl (stereo not given)	2.4%	-3.8%	-4.1%	-0.7%	-14.0%	11.5%	-3.4%	-4.0%
42	CCN1C(=O)/C(=C\N2CCCc3ccccc32)SC1=S	-8.9%	-6.5%	nt	2.2%	-22.2%	1.8%	-13.5%	-6.4%
43	COc1ccc(Br)cc1C(=O)Nc1cccc(NC(=O)c2ccco2)c1	-4.2%	2.7%	3.4%	-1.5%	-9.7%	-8.2%	?	-8.2%
44	COc1ccc(OC)c(CCNC(=O)Cn2sc3nc(C)cc(C)c3c2=O)c1	4.1%	-8.9%	nt	-6.2%	11.2µM*	2.51µM*	-29.4%	?
45	CCc1ccc2c(c1)CCCN2C(=O)c1ccccc1C(=O)O	-4.0%	8.4%	nt	-0.4%	?	?	-14.0%	-10.0%
46	CCc1nn(C(C)C(=O)NCCN2CCN(c3cccc(C)c3C)CC2)c(=O)c2cc3occc3n12 (stereo not given)	-2.5%	-2.9%	-14.8%	-3.0%	-19.3%	-7.4%	-9.6%	0.7%
47	COc1ccc(C2CC(=O)Nc3cc(C)c(C)cc32)c(OC)c1OC (stereo not given)	11.1%	-12.5%	nt	-1.1%	-16.8%	3.0%	-17.8%	7.4%
48	CCN(CC)CCNC(=O)c1ccc(CSc2nc3ccncc3n2Cc2cccc(F)c2)cc1	nt	-5.5%	nt	-0.6%	6.5%	nt	-4.8%	-1.9%

A second format for some results above.
47: COc1ccc(C2CC(=O)Nc3cc(C)c(C)cc32)c(OC)c1OC (stereo not given)
  GLA spleen mod: 11.1%; TRb SRC2 PPI: -12.5%; L3MBTL1 block: nt; TR SRC2 fluor cs: -1.1%; Tau fibril ThT: -16.8%; ALDH1A1 inh: 3.0%; Tau fluor counter: -17.8%; Tau fibril FP: 7.4%
48: CCN(CC)CCNC(=O)c1ccc(CSc2nc3ccncc3n2Cc2cccc(F)c2)cc1
  GLA spleen mod: nt; TRb SRC2 PPI: -5.5%; L3MBTL1 block: nt; TR SRC2 fluor cs: -0.6%; Tau fibril ThT: 6.5%; ALDH1A1 inh: nt; Tau fluor counter: -4.8%; Tau fibril FP: -1.9%

Screens from PubChem BioAssay.

Random draw from the library; overall some 8.5% were active at least once.
